M1AAP inhibition: P. falciparum M1AAP inhibitors, biochemical, fluorogenic H-Leu-NHMec substrate, 1536-well (AID 1445); recombinant M1AAP, H-Leu-NHMec fluorogenic kinetic assay; higher % means a stronger effect; one-dose inhibition, % at 30 µM; IC50 in µM for titrated hits; 220,000 tested, 0.42% active;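 active means primary inhibition above the hit cutoff, then over 50% inhibition at one or more dose response concentrations, cut at about 23% in these data, passing the limit was not always enough; inconclusive means conflicting primary data, or primary hits not chosen for dose response; inactive means low primary inhibition, or under 50% at every dose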;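 further: plate controls were DMSO full reaction for no effect and no enzyme background for full effect; strong numbers were not always called active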
TNAP activators: human TNAP enzyme activators, primary screen, biochemical, luminescent, no phosphate acceptor, uHTS (AID 1001) | 200,000 tested, 0.03% active | activation fold at 20 µM, or EC50 in µM where a hit was titrated | purified TNAP, luminescent activation assay, no phosphate acceptor; higher activation fold means a stronger effect; in the data active means activation fold from about 3, or a potency from the dose series; inactive means the rest, 99 in 100 with activation fold below about 1.6; further: many of its hits are not listed in these tables
human PMI inhibitors: MPI inhibition at elevated mannose 6-phosphate – biochemical, fluorescence intensity, high mannose 6-phosphate, primary screen (AID 1220); 190,000 tested, 0.66% active; one-dose inhibition, % at 20 µM; IC50 in µM for titrated hits; recombinant PMI enzyme, coupled fluorescence intensity; higher % means a stronger effect
UTI89 phage lysis: inhibition of K1F phage lysis, E. coli UTI89, bacterial capsule biogenesis inhibitors, alamar blue (AID 488966) | E. coli UTI89 K1F phage lysis, alamar blue, 2 h; higher % means a stronger effect | one-dose inhibition, % at 100 µM; IC50 in µM for titrated hits | 340,000 tested, 0.02% active;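 active means phage lysis inhibition, versus mean bacterial control, above a set limit; inconclusive means no clear call, values can overlap the other calls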;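 further: capsule biogenesis inhibitors block K1F phage lysis so surviving cells raise fluorescence; higher fluorescence means more inhibition of phage lysis; actives were called in the ten point dose series up to 300 µM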
T cell modulator: T cell immune modulators affecting CD8 T cell-vesicle binding | 2C CD8+ T cell-vesicle binding, flow cytometry; active compounds read low | calls only at 7 µM | 330,000 tested, 0.068% active | AID 2052;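 active means response, share of CD8 T cells binding vesicles, and their 90th percentile fluorescence all below set limits, cut at about 80% in these data, passing the limit was not always enough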
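Material: murine 2C transgenic CD8+ T lymphocytes / Also added: QL9-peptide-loaded Drosophila micro-vesicles bearing Ld, ICAM-1 and B7-1 / Schedule: binding step 1.5 h, 37 °C, antibody labelling 20 min, ice / Signal: flow cytometry, PE anti-B7-1 (FL2) versus Alexa647 anti-CD8 (FL8), PFA-fixed / Evaluation: percent CD8+ FL2 mean versus row control / Benchmarks: naked versus QL9-loaded vesicles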
M17LAP inhibition: P. falciparum M17LAP inhibitors, primary screen, biochemical, fluorogenic H-Leu-NHMec substrate, 1536-well (AID 1619); recombinant M17LAP, H-Leu-NHMec fluorogenic kinetic assay; higher % means a stronger effect; one-dose inhibition, % at 30 µM; IC50 in µM for titrated hits; 220,000 tested, 0.38% active;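 active means compound inhibiting the enzyme by more than half at any dose during confirmatory dose-response retesting; inconclusive means strong single-dose inhibitors picked by rank but not retested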;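 further: plate controls were full reaction with DMSO carrier for no effect and no enzyme background for full effect; strong numbers were not always called active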
PMI inhibitors: MPI enzyme activity inhibition – biochemical, fluorescence intensity, coupled assay, primary screen (AID 1209) | purified PMI enzyme, coupled fluorescence intensity; higher % means a stronger effect | inhibition, % at 20 µM, or IC50 in µM where a hit was titrated | 190,000 tested, 0.42% active;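 further: plate controls were DMSO vehicle for no effect and wells lacking substrate for full effect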
West Nile virus CPE: inhibition of WNV-induced cytopathic effect – cell-based, CPE readout (AID 1621); CPE inhibition, % at 10 µM, or IC50 in µM where a hit was titrated; West Nile virus-infected cells, CPE inhibition; higher % means a stronger effect; 290,000 tested, 0.02% active; in the data active means a potency from the dose series; inconclusive means CPE inhibition mostly from about 3.7% at the one dose, without a potency; inactive means the rest, 99 in 100 with CPE inhibition below about 2.2%; further: strong numbers were not always called active
RSV antiviral HEp-2: RSV antiviral activity via CPE protection, HEp-2 cells, primary 10 µM value included (AID 2391). HEp-2 cells, RSV-induced CPE inhibition; higher % means a stronger effect. one-dose CPE inhibition, % at 10 µM; IC50 in µM for titrated hits. 310,000 tested, 0.13% active; in the data active means a potency from the dose series; inconclusive means CPE inhibition mostly from about 23% at the one dose, without a potency; inactive means the rest, 99 in 100 with CPE inhibition below about 21%; further: strong numbers were not always called active
T cell modulator vesicle-bound %: second read-out of T cell modulator, no call of its own (marks repeat the call); double positive events, %; measured here: CD8+ vesicle-bound cell fraction;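 binding gate set so that unloaded-vesicle control wells show 10% double positive cells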
* hit, by the source's call; i = inactive; u = inconclusive; x = not tested or not shown; [ ] = another dose, or the depositor's remark. Unless noted, no stated cut-off is given here; in the data, active means inhibition above about 50%; inactive means the rest.

structure,M1AAP inhibition,TNAP activators,human PMI inhibitors,UTI89 phage lysis,T cell modulator,T cell modulator vesicle-bound %,M17LAP inhibition,PMI inhibitors,West Nile virus CPE,RSV antiviral HEp-2
O=C(Nc1ccccn1)C1CCN(S(=O)(=O)c2cccs2)CC1,0.8%,1,-2.7%,2.0%,i,29.7,12.1%,-7.1%,-0.1%,0.7%
COc1ccc(N2CCN(C(=O)CSc3nc4cc(OC)c(OC)cc4cc3C#N)CC2)cc1,x,1.1,22.6%,2.8%,i,48.5,x,-11.6%,-0.1%,1.6%
Cc1c(NC(=O)CCC(=O)N2CCOCC2)c(=O)n(-c2ccccc2)n1C,5.8%,1.1,1.6%,1.4%,i,34.3,17.0%,3.7%,0.8%,2.5%
Cc1ccc(C(=O)/C=C/c2cc(Br)cc(Br)c2O)o1,x,x,x,-1.2%[50 µM],i,26.6,x,x,-0.2%,-2.0%
CC(=O)c1coc2ccc(OCCN3CCCCC3)cc12,-1.0%,1,4.2%,1.9%,i,48.1,5.4%,8.5%,-0.3%,-1.2%
O=C(Oc1ccc(/C=N/NC(=O)c2ccccn2)cc1)c1cccc(Br)c1,x,x,x,0.0%,i,65.9,x,x,0.7%,2.2%
O=C(CCN1C(=O)S/C(=C/c2ccccc2)C1=O)Nc1ccc(C(=O)O)c(O)c1,x,x,x,-0.2%,i,19.4,x,x,1.0%,2.0%
COc1ccc(OC)c(S(=O)(=O)Nc2ccc(O)c3ccccc23)c1,13.0%,0.9,12.4%,0.8%,i,53.3,18.3%,21.6%,0.6%,7.6%
NS(=O)(=O)c1ccc(NC(=O)Cn2nc(C(=O)O)c3ccccc3c2=O)cc1,x,x,x,-0.4%,i,36.3,x,x,-0.1%,-0.8%
O=C(N/N=C\c1cc([N+](=O)[O-])ccc1N1CCCC1)c1ccccn1,11.5%,1.4,15.0%,-0.3%,i,37.9,-2.6%,12.5%,0.6%,2.5%
CCC(Sc1nc(=O)cc(N)n1CCc1ccccc1)C(=O)Nc1ccccc1C#N (stereo not drawn),2.6%,1,10.8%,1.4%,i,20.4,7.7%,2.3%,0.0%,1.1%
CCOc1ccc(-c2nc3scc(-c4cccs4)c3c(=O)[nH]2)cc1,6.4%,0.9,-0.9%,-0.1%,i,27.6,4.5%,6.0%,-0.1%,2.7%
CC(C)Sc1nc(N2CCOCC2)c2c3c(sc2n1)COC(C)(C)C3,1.4%,1,15.1%,0.1%,i,62.0,-7.8%,13.5%,-0.3%,u
Cc1[nH]c2ccccc2c1C(=O)CN1C(=O)NC2(CC(C)CC(C)(C)C2)C1=O (stereo not drawn),6.1%,1,11.7%,-0.1%,i,17.8,5.0%,15.0%,0.0%,10.5%
O=C(CCOc1ccccc1)Nc1ccnn1C1CCN(Cc2ccc(F)cc2)CC1,x,x,x,-0.1%,i,7.6,x,x,-0.8%,1.2%
COCCn1nnnc1C(c1cccc(OC)c1OC)N1CCN(C(=O)c2ccco2)CC1 (stereo not drawn),x,x,x,0.3%,i,54.4,x,x,-0.3%,2.1%
O=C(Nc1cccc2ncccc12)c1cccc(F)c1,-4.8%,1,9.3%,-0.9%,i,49.2,-3.5%,10.9%,-0.3%,-0.2%
CC(=O)c1ccc(NC(=O)C2CCCN2S(=O)(=O)c2cccc3cccnc23)cc1 (stereo not drawn),18.0%,1,-5.9%,-4.1%,i,37.7,-6.4%,-2.9%,-0.6%,0.3%
CN1CCOCCOCCOCCN(C)C1=S,-2.2%,1.1,-3.3%,-1.1%,i,34.5,12.3%,-1.6%,0.5%,2.0%
Cc1cc(C)cc(C(=O)N2CCC(CCC(=O)NC3CC3)CC2)c1,x,x,x,0.6%,i,41.2,x,x,-0.5%,2.2%
Cc1ccnc(NC(=O)c2cccc(OC(F)F)c2)n1,x,x,x,0.2%,i,17.9,x,x,-0.4%,0.3%
COc1ccccc1N1CCN(CCC(=O)Nc2ccc3c(c2)OCO3)CC1,7.7%,1.1,0.7%,2.2%,i,62.2,9.3%,1.3%,0.0%,-0.2%
Cn1c(SCc2ccccc2)nnc1-c1cccs1,-3.1%,1.1,5.2%,0.5%,i,21.1,2.5%,5.2%,0.0%,5.0%
CCOC(=O)N1CCN(C(=O)CSc2nc(C)nc3c2c(=O)n(C)c(=O)n3C)CC1,6.9%,1.1,-5.3%,0.2%,i,51.5,2.5%,-7.5%,-0.4%,-0.1%
Cc1ccc2nc(-c3ccc(NC(=O)CSCC(=O)O)cc3)sc2c1,7.3%,x,x,0.3%,i,55.3,-74.3%,x,-0.2%,7.5%

At a glance, 3 of the compounds above.
structure,M1AAP inhibition,TNAP activators,human PMI inhibitors,UTI89 phage lysis,T cell modulator,T cell modulator vesicle-bound %,M17LAP inhibition,PMI inhibitors,West Nile virus CPE,RSV antiviral HEp-2
Cn1c(SCc2ccccc2)nnc1-c1cccs1,-3.1%,1.1,5.2%,0.5%,i,21.1,2.5%,5.2%,0.0%,5.0%
CCOC(=O)N1CCN(C(=O)CSc2nc(C)nc3c2c(=O)n(C)c(=O)n3C)CC1,6.9%,1.1,-5.3%,0.2%,i,51.5,2.5%,-7.5%,-0.4%,-0.1%
Cc1ccc2nc(-c3ccc(NC(=O)CSCC(=O)O)cc3)sc2c1,7.3%,x,x,0.3%,i,55.3,-74.3%,x,-0.2%,7.5%

Continuation.
structure,M1AAP inhibition,TNAP activators,human PMI inhibitors,UTI89 phage lysis,T cell modulator,T cell modulator vesicle-bound %,M17LAP inhibition,PMI inhibitors,West Nile virus CPE,RSV antiviral HEp-2
Nn1c(-c2cccc(Br)c2)n[nH]c1=S,-7.9%,0.9,6.3%,0.1%,i,20.5,18.5%,13.0%,0.2%,4.4%
CCn1c(=O)cc(SCC(=O)NCCCN2CCC(C)CC2)c2ccccc21,8.3%,1,5.4%,0.0%,i,61.0,0.2%,0.0%,0.1%,0.3%
CC(C)CN(CCCNC(=O)CN1N=C(c2ccc(Cl)cc2)CCC1=O)CC(C)C,x,x,x,-0.2%,i,30.3,x,x,-0.4%,-0.9%
CC(C)CC(OC(=O)c1cccs1)C(=O)NCc1ccco1 (stereo not drawn),19.8%,1,-6.8%,0.3%,i,26.5,17.3%,-1.7%,-0.7%,-0.2%
NNC(=O)C=C1CCN(c2ncc(C(F)(F)F)cc2Cl)CC1,7.3%,1.1,-77.5%,0.6%,i,33.1,13.4%,-45.5%,-0.2%,3.6%
CC(=O)N1CCCC(N2CCN(c3cccc(C(F)(F)F)c3)CC2)C1 (stereo not drawn),x,x,x,0.2%,i,35.4,x,x,-1.6%,0.1%
CCOC(=O)c1nnn(-c2nc(OC)nc(N(C)C)n2)c1-c1ccccc1,0.0%,1.1,-5.3%,0.5%,i,30.2,3.3%,-0.3%,0.3%,2.7%
CCCCOC(=O)c1ccc(NC(=S)NC(=O)c2c(Cl)cnn2CC)cc1,10.6%,0.9,17.1%,2.0%,i,38.2,5.5%,21.1%,0.4%,2.0%
Cc1cc(C)cc(OCC(=O)Nc2ccc(F)cc2)c1,5.2%,1.1,19.5%,1.7%[50 µM],i,28.2,2.0%,21.0%,-0.3%,-0.9%
Cc1cc(C(=O)N/N=C/c2ccco2)n[nH]1,5.9%,1.3,-11.7%,-1.0%,i,38.5,10.9%,-12.8%,-0.3%,1.1%
Cc1cc(C)c2oc(-c3ccc(C)c(NC(=S)NC(=O)c4cccs4)c3)nc2c1,-1.6%,1,8.5%,1.1%,i,25.5,-9.3%,10.2%,-0.2%,-2.3%
CCOc1ccc(N(C)S(=O)(=O)c2cnc[nH]2)cc1,x,x,x,1.6%,i,41.8,x,x,-0.5%,0.4%
COc1ccc(-c2nnc(N(C)C(=O)c3cccnc3)s2)cc1,-1.8%,1.1,9.3%,1.2%,i,18.7,-2.7%,12.9%,0.7%,0.2%
C=CCNC(=S)Nc1ccc(N(C)C)cc1,-0.8%,x,x,0.4%[50 µM],i,10.2,8.6%,x,0.3%,-1.1%
Cn1c2ccccc2c2ncn(CCC3=CCCCC3)c(=O)c21,2.9%,1.1,9.7%,0.0%,i,59.1,7.9%,9.4%,-0.1%,5.8%
CCOc1ccc(NC(=O)CSc2nnc(C3CC3)n2N)cc1,-3.7%,1.2,-7.4%,2.8%,i,29.9,21.7%,-3.3%,0.1%,-0.3%
CN(C)CCCn1cnc2c1c(=O)[nH]c(=O)n2Cc1ccccc1,x,x,x,0.4%,i,38.3,x,x,1.5%,1.4%
CCCCN1C2=NCCCN2c2ccccc21,10.4%,1.1,-4.4%,0.2%,i,9.8,-10.0%,-4.5%,-0.8%,3.0%

Record cards, as listed above:
`C=CCNC(=S)Nc1ccc(N(C)C)cc1` reads M1AAP inhibition: -0.8%; TNAP activators: x; human PMI inhibitors: x; UTI89 phage lysis: 0.4%[50 µM]; T cell modulator: i; T cell modulator vesicle-bound %: 10.2; M17LAP inhibition: 8.6%; PMI inhibitors: x; West Nile virus CPE: 0.3%; RSV antiviral HEp-2: -1.1%
`CC(C)CC(OC(=O)c1cccs1)C(=O)NCc1ccco1` (stereo not drawn) reads M1AAP inhibition: 19.8%; TNAP activators: 1; human PMI inhibitors: -6.8%; UTI89 phage lysis: 0.3%; T cell modulator: i; T cell modulator vesicle-bound %: 26.5; M17LAP inhibition: 17.3%; PMI inhibitors: -1.7%; West Nile virus CPE: -0.7%; RSV antiviral HEp-2: -0.2%
